MDM2 E3 inh: MDM2-luciferase reporter signal enhancers, primary screen, MDM2 E3 ligase inhibitor project, cell-based, luminescence, 1536-well | signal enhancement, % at 5 µM | cell-based MDM2 ubiquitination luciferase reporter, 2 h; 0 = plate control, 100 = twice control, blank-subtracted | E3 ubiquitin-protein ligase Mdm2 (Homo sapiens), Q00987 | 0.11% of 210,000 active;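 active means signal enhancement of 30% or more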;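 further: luminescence tracks abundance of the self-degrading MDM2-luciferase fusion protein; higher signal means inhibition of MDM2 E3 ligase activity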
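Assay system: stable mammalian line carrying autodegrading MDM2–luciferase fusion reporter; Input: 2000 cells in each well; Compound dosing: single-point 5 µM; Schedule: 2 h compound exposure at 37 °C; Signal: SteadyLite luciferase luminescence after 15 min room-temperature reagent incubation; Evaluation: % luminescence enhancement versus blank-corrected plate control mean; Benchmarks: plate controls and plate blanks.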
EBV gp42 inh: Epstein-Barr virus gp42 inhibitors, primary screen, biochemical, uHTS, fluorescence polarization | inhibition, % (tested at 21.74 µM) | 0.42% of 220,000 active | Glycoprotein 42 (Epstein-Barr virus (strain AG876)), Q1HVG2 | AID 1085, 2008 | Fluorescence polarization binding assay, mP read-out; in the data active means inhibition above about 50%
KCC2 mod: KCC2 cotransporter modulators, thallium flux, primary screen, cell-based, HEK293 KCC2, FluoZin-2 fluorescence, MLSMR | KCC2 cells, thallium flux FluoZin-2 fluorescence | 2.2% of 190,000 active | AID 1456, 2008 | B-score of Tl+ flux slope (higher = more flux/activation; lower = inhibition) at 10 µM;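 active means thallium flux slope and its plate-corrected score both differing from the plate sample mean at a set confidence after two filtering rounds, in either direction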;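 further: slope of fluorescence scaled to starting intensity during 10 to 20 s after thallium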
TNF death inh: inhibitors of TNF-alpha triggered necroptosis, primary screen, cell-based, Jurkat FADD-/-, single concentration | Jurkat FADD-/- TNF necroptosis rescue, ATP luminescence, 24 h; 0 = TNF only, 100 = no-TNF cells | activation (protection from cell death), % at 10 µM | 0.068% of 220,000 active | AID 463075, 2010;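 active means activation, meaning protection from cell death, of at least 50% relative to plate controls; inactive means activation below 50%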;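 further: necroptosis triggered by 40 ng/mL TNF-alpha added together with compound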
m-calpain inh: inhibitors of pig calpain II, primary screen, biochemical, fluorogenic peptide substrate, 1536-well; purified calpain II, 30 min; inhibition, % at 16 µM; 0.37% of 220,000 active; AID 1236, 2008;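 active means inhibition above about 50%, limit read from the data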
eIF4E 4G PPI: eIF4E–eIF4G protein interaction inhibitors, primary screen, biochemical, uHTS, TR-FRET, eIF4GI fragment; Eukaryotic translation initiation factor 4E (Mus musculus) + Eukaryotic translation …; TR-FRET eIF4E-eIF4GI(517-606) binding, 2 h; inhibition, % at 21.7 µM; 0.37% of 220,000 active; AID 782, 2007;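 active means inhibition above about 30%, limit read from the data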;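 further: 0% = full FRET control wells and 100% = background wells lacking eIF4GI fragment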
PERK inh: block of dimerizer-induced PERK translation repression, primary screen, PERK inhibitor project, CHO PERK-DD cells, SEAP luminescence, HTS | Eukaryotic translation initiation factor 2-alpha kinase 3 (Homo sapiens), Q9NZJ5 | CHO PERK-DD fusion, SEAP luminescence translation reporter | inhibition, % at 5.6 µM | 0.17% of 220,000 active;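 active means inhibition above the mean inhibition of all tested compounds plus 3 SD, set separately per screening campaign, cut at about 2.9% in these data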;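 further: PERK kinase domain activated by AP20187 dimerizer at 100 nM; 0% = DMSO with dimerizer and 100% = rapamycin at 8.4 µM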
Target sequence (Q9NZJ5 whole entry, looked up, the tested form may be a part): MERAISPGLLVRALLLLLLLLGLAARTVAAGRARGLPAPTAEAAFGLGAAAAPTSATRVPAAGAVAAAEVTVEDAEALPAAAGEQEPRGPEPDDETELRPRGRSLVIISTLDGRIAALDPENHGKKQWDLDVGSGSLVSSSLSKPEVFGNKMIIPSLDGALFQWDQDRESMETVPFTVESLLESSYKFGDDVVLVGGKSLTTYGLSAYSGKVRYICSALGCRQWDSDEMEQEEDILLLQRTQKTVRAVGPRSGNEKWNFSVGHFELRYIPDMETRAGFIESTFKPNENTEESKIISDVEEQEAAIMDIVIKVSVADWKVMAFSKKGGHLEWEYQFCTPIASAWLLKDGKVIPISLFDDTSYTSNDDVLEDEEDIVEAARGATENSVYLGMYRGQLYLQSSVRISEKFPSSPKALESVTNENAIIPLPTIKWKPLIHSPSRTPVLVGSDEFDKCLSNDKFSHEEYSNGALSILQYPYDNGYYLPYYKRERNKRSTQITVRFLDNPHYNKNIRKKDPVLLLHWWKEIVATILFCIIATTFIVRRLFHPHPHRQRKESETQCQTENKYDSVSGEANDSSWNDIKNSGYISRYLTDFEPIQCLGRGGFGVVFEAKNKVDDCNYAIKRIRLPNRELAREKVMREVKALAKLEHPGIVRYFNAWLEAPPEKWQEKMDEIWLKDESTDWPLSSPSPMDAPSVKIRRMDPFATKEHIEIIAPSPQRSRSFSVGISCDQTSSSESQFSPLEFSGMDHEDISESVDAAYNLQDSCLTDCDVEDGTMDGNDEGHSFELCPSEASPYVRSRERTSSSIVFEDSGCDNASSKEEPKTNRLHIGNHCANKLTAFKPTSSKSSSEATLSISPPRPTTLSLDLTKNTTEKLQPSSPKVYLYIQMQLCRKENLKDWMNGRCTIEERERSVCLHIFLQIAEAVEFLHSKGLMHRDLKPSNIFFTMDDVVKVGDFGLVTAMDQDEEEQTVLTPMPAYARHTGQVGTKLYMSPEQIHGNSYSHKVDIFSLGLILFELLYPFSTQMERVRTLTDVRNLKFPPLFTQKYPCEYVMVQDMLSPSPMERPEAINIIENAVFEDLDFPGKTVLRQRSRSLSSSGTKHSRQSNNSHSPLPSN
zVAD death inh: inhibitors of zVAD-triggered necroptosis, primary screen, L929 cells; L929 zVAD necroptosis rescue, ATP luminescence, 24 h; with zVAD 60 µM; viability rescue, % at 10 µM; 0.38% of 220,000 active;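 active means activation, scaled between plate controls, above about 75%, limit read from the data; inactive means activation under that limit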;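 further: 0% = zVAD with DMSO and 100% = DMSO alone without zVAD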
Rad51 HR inh: human RAD51 strand exchange inhibitors, primary screen, biochemical, fluorescence. 0.085% of 200,000 active. inhibition, % at 10 µM. DNA repair protein RAD51 homolog 1 (Homo sapiens), Q06609. hRad51 DNA strand exchange, fluorescence dequenching;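 active means inhibition above 40% at the single screening dose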;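 further: 0% = DMSO control wells and 100% = blanks with heterologous ssDNA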
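Read-out basis: percent inhibition relative to plate controls and blanks / Assay system: human Rad51 nucleoprotein filaments preassembled on unlabelled ssDNA / Timing: filaments 15 min 37 °C, then compound 30 min / Control set: per-plate controls and blanks / Technique: fluorescence dequenching at 485/520 nm / Compound: 10 µM final, single point / Also added: Fluorescein- and BHQ1-tagged 47-mer duplex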
An asterisk follows results filed as active; . = not tested or not shown; [ ] = dose if it differs, or a comment.

SMILES	MDM2 E3 inh	EBV gp42 inh	KCC2 mod	TNF death inh	m-calpain inh	eIF4E 4G PPI	PERK inh	zVAD death inh	Rad51 HR inh
O=C(c1ccc(F)cc1F)N1CCCN(c2nc(-c3ccccc3)ns2)CC1	-7	-8	-1	1.9	-18	-1	-1.1	0.4	18
CC(Cc1c[nH]c2ccccc12)NC(=O)C1CCCNC1=O (configuration not stated)	-18	7	-0.32	-2.8	-9	5	0.3	-0.2	-13
O=C1Nc2ccccc2/C1=N\c1sc2c(c1C(=O)Nc1ccccc1)CCCC2	-12	-13	-0.27	-2.9	-42	-1[fluorescence artefact?]	0.6	.	-4
O=C(CN1CCC(Cc2ccccc2)CC1)NC(=O)NCc1ccco1	-4	-6	.	-0.6	-12	-6	0.2	-0.9	0
Cc1cc[n+](CC(=O)Nc2nc3ccccc3s2)cc1	-12	-19	0.33	0.3	-4	-5	0.4	1.1	.
C=CCSc1nn2c(=O)c3ccccc3nc2s1	-16	6	0.043	1.2	-9	0	0.5	-0.2	-1
Cc1ccc(CNC(=O)Nc2cccs2)cc1	-13	-28	0.79	1.8	9	-4	-0.3	0.2	-4
O=C(Nc1c(F)cc(F)cc1Br)c1cc(-c2ccco2)on1	-11	-15	-0.076	-2.7	19	4	0.8	0.3	-7
COc1ccc(C(CNC(=O)c2cc(F)c(F)c(F)c2F)N2CCOCC2)cc1 (configuration not stated)	-3	-3	-1	-6.5	0	4	-0.5	3.0	5
COc1ccc(OC2C(=O)N(c3ccc(C)c(C)c3)C2c2ccc(OC)c(OC)c2)cc1 (configuration not stated)	6	9	-0.9	3.4	0	16[fluorescence artefact?]	-0.5	0.6	-1
Cc1cc(-c2ccco2)n(-c2ccccc2)n1	0	-22	0.27	2.6	-18	-1	0.0	5.6	-15
CCNc1nc(SCCOc2ccc(Cl)cc2Cl)nc(N(C)C)n1	-2	9	-0.036	1.3	22	-2	2.5	12	25
Cc1nn(-c2ccccc2)c(Cl)c1/C=N\NC(=O)c1cnccn1	7	-4	-0.73	0.6	-5	-5	1.6	-0.5	17
CCn1c(SCc2nc(CC(=O)Nc3ccccc3OC)no2)nnc1-c1cccs1	-28	-9	-0.23	-2.7	-37	-9[fluorescence artefact?]	0.5	0.4	8
Cc1nc2cc(NS(=O)(=O)c3ccccc3)ccc2n1C	-14	5	-0.18	-0.8	17	-1	0.1	0.7	0
CCOC(=O)c1ccc(NC(=O)NC2CC3CCC(C2)N3Cc2nnnn2C(C)(C)C)cc1 (configuration not stated)	-31	0	0.12	1.9	5	-11	-0.6	9.9	2
CCN(CC)S(=O)(=O)c1ccc(N2CCOCC2)c(NC(=O)COc2ccccc2C#N)c1	-2	-7	0.084	1.9	11	0	0.1	-1.3	4
Cc1ccc(NC(=O)C(Nc2ccccc2)c2ccccc2)cc1 (configuration not stated)	-15	9	-0.056	2.5	39	6[fluorescence artefact?]	-0.8	0.4	-2
Cc1ccccc1S(=O)(=O)Nc1ncnc2scc(-c3ccccc3)c12	12	-11	0.0036	0.1	1	18	1.3	0.9	-11
Cc1ccc(OCCN2CCN(CC(O)Cn3c4ccccc4c4ccccc43)CC2)cc1 (configuration not stated)	-13	4	-0.085	6.3	23	3	-0.6	0.0	-5
CN(C)C(=O)COc1ncnc2scc(-c3ccc(F)cc3)c12	2	-6	0.32	0.3	11	-2	2.0	1.4	-21
O=S(=O)(NCc1csc(-c2cccs2)n1)c1ccccc1	-4	-2	-4	-1.0	-14	1	1.4	-0.6	.
CCC(=O)N(CC(=O)Nc1sc(C)c(C)c1C(N)=O)Cc1ccc(F)cc1	.	-7	0.014	2.1	10	1	0.4	-0.2	.
C=CCn1c(=N)n(CC(=O)O)c2ccccc21	-5	-5	0.056	0.0	-54	-8	1.1	0.3	18
CCOC(=O)/C(=N/Nc1ccccc1)c1csc(Nc2ccccc2)n1	0	3	.	4.2	29	16	-0.3	1.6	-2

Going on with the list:
SMILES	MDM2 E3 inh	EBV gp42 inh	KCC2 mod	TNF death inh	m-calpain inh	eIF4E 4G PPI	PERK inh	zVAD death inh	Rad51 HR inh
Cc1ccc(/C=N/Nc2ccc3c(C(F)(F)F)cc(C(F)(F)F)nc3n2)cc1	-6	11	-0.56	0.1	-7	3	0.8	2.0	-15
CC1CC(C)CN(CCCOc2ccccc2[N+](=O)[O-])C1 (configuration not stated)	10	6	-0.041	4.3	15	3	-1.0	-0.7	16
Nc1nc(N)c(C=Nc2ccc(Br)cc2)c(Nc2ccc(Br)cc2)n1	-15	1	-2.8	0.4	-27	2	0.0	3.1	8
O=C(/C=C/c1nc2ccccc2s1)N1CCCCCC1	-26	-21	0.032	2.1	-45	7	0.5	31	27
COc1ccc(NC(=S)Nc2cc(-c3ccccc3)[nH]n2)cc1Cl	-5	-10	.	-5.9	3	0	0.3	-0.2	-5
Cc1ccccc1NC(=O)NCc1ccco1	-5	-20	0.35	1.0	6	-3	0.8	-0.1	5
CC(=O)N1CCCc2cc(S(=O)(=O)N3CCC(C)CC3)ccc21	0	-5	-0.26	0.3	5	4[fluorescence artefact?]	-0.3	.	.
COc1ccccc1CN1CCNC(=O)C1CC(=O)NCCc1cnccn1 (configuration not stated)	-4	-11	.	0.5	-7	3	1.7	0.7	.
O=C(c1ccco1)N1CCN(C(c2ccc(F)cc2)c2nnnn2CC2CCCO2)CC1 (configuration not stated)	-10	-9	-0.31	0.0	-25	5	-0.9	-0.3	-3
CC(=O)Nc1nonc1-c1nc2ccccc2n1Cc1nnc(C)o1	-4	-7	.	-3.1	-133	4	-0.2	0.2	-4
CC(C)C(=O)Nc1ccc(N2CCCC2)cc1	0	0	-0.19	1.5	-7	-2	-0.4	-0.6	-5
C#CCOCCOCCOCCNc1nc(N2CCN(C(=O)[C@H]([C@@H](C)CC)n3cc([C@@H](N)CO)nn3)CC2)nc(N2CCN(C(=O)[C@H]([C@@H](C)CC)n3cc([C@@H](N)Cc4ccc(O)cc4)nn3)CC2)n1	.	-2	0.43	0.2	-5	3	1.4	-0.4	-15
C=CCSc1nnc2n(-c3ccccc3OC)c(=O)c3c4c(sc3n12)CCC4	-7	-13	-0.44	-1.4	11	0	-0.4	-0.8	-5
FC(F)(F)c1nc2ccccc2n2c(-c3ccc(Cl)cc3)nnc12	-3	-7	.	-9.0	-206	-3	-0.9	0.9	20
COc1ccc(Cn2cnc3c(NS(C)(=O)=O)c(C)c(C)cc32)cc1	-15	1	.	-4.3	-33	1	-0.2	-0.3	-7
O=C(COC(=O)c1cccc(S(=O)(=O)N2CCN(c3ccccc3)CC2)c1)NCc1ccco1	-2	5	-0.081	-2.4	-66	5	0.4	0.1	6
COc1cc(C2Nc3cc(Cl)c(S(N)(=O)=O)cc3S(=O)(=O)N2)cc(OC)c1OC (configuration not stated)	-7	-5	0.56	0.9	-15	-17	0.9	0.1	2
c1ccc(-c2cnc(CSc3nnc4ccccn34)o2)cc1	-17	-9	0.052	-0.4	-7	7	0.6	1.9	2
CC(C)NC(=O)CSc1nnc(COc2ccccc2Cl)o1	-6	-18	-0.66	-0.4	28	3	1.1	0.7	5
Cc1occc1-c1nnc(SCC(=O)c2ccc(Cl)cc2)n1CC1CCCO1 (configuration not stated)	-9	-4	-0.97	-0.7	-24	1	-0.9	0.8	4
CC1CC2(CCCCC2)Nc2ccc3ccccc3c21 (configuration not stated)	-7	-26	0.78	-2.5	-81	11	0.1	-0.1	1
COc1ccc(C2(O)CN(c3ccc(C)cc3)C3=[N+]2CCCC3)cc1 (configuration not stated)	-21	-23	0.32	2.6	-12	-2	0.7	-1.1	2
Cc1ccc(CNCC(O)(c2ccc(F)cc2)c2ccc(F)cc2)cc1	-12	-14	0.56	0.0	18	1[fluorescence artefact?]	-1.4	0.3	-1
Cn1ncc([N+](=O)[O-])c1C(=O)NCc1ccccc1	1	2	-0.051	1.3	-24	-2	1.6	-0.2	6
O=C(Cc1ccc(F)cc1)NCCc1ccccc1	-7	-15	-0.28	5.1	-27	-18	-1.2	2.2	6
O=C(COC(=O)c1cccc([N+](=O)[O-])c1)NCc1cccs1	0	-3	-0.62	-0.1	-4	1	1.1	1.1	3
COc1ccc(Cl)cc1NC(=S)N1CCN(c2ccccn2)CC1	9	10	-0.93	-3.7	-5	-8[fluorescence artefact?]	0.7	0.1	-5

Nine entries from above, with values under each structure:
Every second line gives: MDM2 E3 inh, EBV gp42 inh, KCC2 mod, TNF death inh, m-calpain inh, eIF4E 4G PPI, PERK inh, zVAD death inh, Rad51 HR inh
- CC(C)NC(=O)CSc1nnc(COc2ccccc2Cl)o1
  -6, -18, -0.66, -0.4, 28, 3, 1.1, 0.7, 5
- Cc1occc1-c1nnc(SCC(=O)c2ccc(Cl)cc2)n1CC1CCCO1 (configuration not stated)
  -9, -4, -0.97, -0.7, -24, 1, -0.9, 0.8, 4
- CC1CC2(CCCCC2)Nc2ccc3ccccc3c21 (configuration not stated)
  -7, -26, 0.78, -2.5, -81, 11, 0.1, -0.1, 1
- COc1ccc(C2(O)CN(c3ccc(C)cc3)C3=[N+]2CCCC3)cc1 (configuration not stated)
  -21, -23, 0.32, 2.6, -12, -2, 0.7, -1.1, 2
- Cc1ccc(CNCC(O)(c2ccc(F)cc2)c2ccc(F)cc2)cc1
  -12, -14, 0.56, 0.0, 18, 1[fluorescence artefact?], -1.4, 0.3, -1
- Cn1ncc([N+](=O)[O-])c1C(=O)NCc1ccccc1
  1, 2, -0.051, 1.3, -24, -2, 1.6, -0.2, 6
- O=C(Cc1ccc(F)cc1)NCCc1ccccc1
  -7, -15, -0.28, 5.1, -27, -18, -1.2, 2.2, 6
- O=C(COC(=O)c1cccc([N+](=O)[O-])c1)NCc1cccs1
  0, -3, -0.62, -0.1, -4, 1, 1.1, 1.1, 3
- COc1ccc(Cl)cc1NC(=S)N1CCN(c2ccccn2)CC1
  9, 10, -0.93, -3.7, -5, -8[fluorescence artefact?], 0.7, 0.1, -5

Source: PubChem BioAssay (several laboratories)

The order is random; 3.6% or so of the library scored in one or more.
